# PPARg SRC2 recr – PPARgamma-driven SRC-2 recruitment agonism; AID 1032; activation, % at 8 µM; P37231; PPARgamma LBD-SRC-2 recruitment, biochemical; hit rate 0.34% among 200,000; in the data active = activation above about 22%;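 note: 0% = vehicle and 100% = reference agonist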
# Target sequence (P37231 whole entry, looked up, the tested form may be a part): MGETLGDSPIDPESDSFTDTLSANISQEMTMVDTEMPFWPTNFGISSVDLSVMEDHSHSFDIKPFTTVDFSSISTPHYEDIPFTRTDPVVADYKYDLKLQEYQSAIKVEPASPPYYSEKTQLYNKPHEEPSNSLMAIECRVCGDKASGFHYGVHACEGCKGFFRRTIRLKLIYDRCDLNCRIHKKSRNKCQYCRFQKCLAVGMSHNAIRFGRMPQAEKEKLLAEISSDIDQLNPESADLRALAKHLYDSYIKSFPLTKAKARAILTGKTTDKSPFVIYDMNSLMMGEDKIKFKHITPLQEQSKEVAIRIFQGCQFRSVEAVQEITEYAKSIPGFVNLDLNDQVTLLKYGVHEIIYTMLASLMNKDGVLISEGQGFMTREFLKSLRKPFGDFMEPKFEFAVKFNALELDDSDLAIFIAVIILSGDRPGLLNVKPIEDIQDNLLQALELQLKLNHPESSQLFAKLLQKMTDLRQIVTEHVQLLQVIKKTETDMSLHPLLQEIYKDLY
# TLR4-MyD88 BLA – TLR4-MyD88 interaction inhibition in cells; HeLa CL3-4 TLR4/MyD88 BLA complementation, FRET ratio; inhibition, % at 8.4 µM; hit rate 0.18% among 200,000; AID 861; in the data active = inhibition above about 25%;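 note: 0% = vehicle and 100% = reference inhibitor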
# PPARg SRC-3 ag – agonists of human PPARgamma SRC-3 coactivator recruitment | P37231 | biochemical PPARgamma/SRC-3 coactivator recruitment assay | activation, % at 8 µM | hit rate 0.26% among 200,000 | AID 731; in the data active = activation above about 23%;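 note: 0% = DMSO and 100% = reference agonist; some compounds past the cut are filed as inactive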
# ROMK primary – modulates human ROMK potassium channel activity; Tet-inducible ROMK, thallium flux fluorescence; actives lie on both sides; B-score at 10 µM; hit rate 2% among 130,000; P48048;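 active = signal ratio slope over the read window, or its plate-corrected B-score, at least 3 SD from the plate mean, either direction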;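 note: B-score of the F/F0 ratio slope over 7 to 12 s after thallium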
# STAT3 activator – STAT3 signaling activation; U3A cells, IL-6 STAT3-luciferase reporter, luminescence; 100% = signal with IL-6 EC80 alone; hit rate 0.91% among 190,000; activation (% of control), % at 5.6 µM;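 active = activation above the screen-wide mean of compound activation plus 3 SD, cut at about 130% in these data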;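 note: 0% = background luminescence of wells with medium and substrate only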
#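 Material: human U3A cells carrying STAT3-luciferase construct. Measured by: reporter luminescence signal. Timing: compound 1 h, then IL-6 6 h at 37 °C.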
# S1P3 antagonist – blocks the human S1P3 receptor. CHO S1P3 NFAT-BLA reporter, FRET fluorescence, antagonist mode. inhibition, % at 4.98 µM. hit rate 0.27% among 170,000;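 active = inhibition above the plate cutoff, the mean inhibition of test wells on that plate plus 3 SD, cut at about 28% in these data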;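 note: cells challenged with S1P at its EC80 of 0.8 µM; blue over green emission ratio from cleaved BLA substrate after 4 h stimulation; 0% = S1P-stimulated wells and 100% = unstimulated DMSO-only wells; some compounds past the cut are filed as inactive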
# Target sequence (Q99500 whole entry, looked up): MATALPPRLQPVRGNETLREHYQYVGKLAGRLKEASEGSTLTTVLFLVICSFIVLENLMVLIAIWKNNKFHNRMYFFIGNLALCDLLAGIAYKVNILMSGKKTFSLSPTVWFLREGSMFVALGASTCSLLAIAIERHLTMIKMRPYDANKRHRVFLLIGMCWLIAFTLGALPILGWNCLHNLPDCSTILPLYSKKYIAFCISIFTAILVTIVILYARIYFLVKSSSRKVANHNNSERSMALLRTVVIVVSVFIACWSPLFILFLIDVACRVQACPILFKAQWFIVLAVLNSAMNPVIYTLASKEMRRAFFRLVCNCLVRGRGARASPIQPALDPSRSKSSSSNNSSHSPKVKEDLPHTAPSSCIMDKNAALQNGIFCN
# STAT1 blocker – reduces IFN-gamma driven STAT1 reporter signal; NIH 3T3 STAT1-luciferase reporter, luminescence; inhibition, % at 5.5 µM; hit rate 0.35% among 200,000;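 active = inhibition above a set limit, the mean inhibition across all tested compounds plus 3 SD, cut at about 34% in these data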;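 note: 0% = IFN-gamma with DMSO and 100% = IFN-gamma with 300 µM nifuroxazide; values of inactives mirror those of a sister screen read the other way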
# STAT3 inh – inhibitors of IL-6 induced STAT3 signaling | U3A cells, IL-6 STAT3-luciferase reporter, luminescence; host cell line lacks STAT1 | inhibition, % at 5.5 µM | hit rate 0.89% among 190,000;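 active = inhibition above the mean inhibition across all screened compounds plus 3 SD, cut at about 44% in these data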;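 note: 0% = DMSO only wells and 100% = 100 µM nifuroxazide control wells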
# SRC2 TRFRET art – TR-FRET artefact, counter-screen to PPARgamma/SRC-2 agonist assay; hits give high values; TR-FRET ratio at 8 µM; AID 1049; hit rate 0.4% among 200,000; in the data active = TR-FRET ratio above about 2000; note: inactives centre near 1500; reference of the scale not given here
# RAM inhibit – inhibitors of the yeast RAM network; S. cerevisiae dse1pr::URA3 reporter, 5-FOA growth OD615, 2 d; analog-sensitive cbk1-as2 kinase mutant strain; AID 868; inhibition, % at 50 µM; hit rate 1.8% among 190,000;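 active = inhibition above a set limit, 3 SD over mean compound inhibition, cut at about 8.4% in these data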;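 note: 0% = DMSO-only wells with no growth and 100% = 10 µM 1-NA-PP1 full growth; inhibition rescues growth on 5-FOA so higher OD means more RAM inhibition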
# PPARg SRC-1 ag – PPARgamma-driven SRC-1 recruitment agonism | P37231 | activation, % at 8 µM | PPARgamma-SRC-1 coactivator recruitment biochemical assay | AID 631 | hit rate 0.41% among 200,000; in the data active = activation above about 19%;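 note: 0% = DMSO and 100% = reference agonist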
# The depositor's hits bear a star; . = not tested or not shown.
SMILES,PPARg SRC2 recr,TLR4-MyD88 BLA,PPARg SRC-3 ag,ROMK primary,STAT3 activator,S1P3 antagonist,STAT1 blocker,STAT3 inh,SRC2 TRFRET art,RAM inhibit,PPARg SRC-1 ag
CC(C)(C)NC(=O)C(c1ccc(O)cc1)N(C(=O)CCC(=O)Nc1nccs1)c1cccc(F)c1 (stereo unspecified),-3.9,-1.4,-0.6,-0.303,105.5,-0.5,-2.9,-4.8,1604,2.1,-2.1
Cc1ccc(NC(=O)NCc2ccc3c(c2)OCO3)cc1,-5.6,-1.5,-8.4,.,109.0,.,-14.1,-9.5,1580,0.1,-3.5
C=CCn1c(O)c(N=NC(=S)Nc2ccccc2F)c2ccccc21,-0.3,-4.4,2.9,0.548,95.3,-6.6,2.4,7.8,1542,3.7,11.1
O=C(O)c1csc(Br)c1Br,-4.6,1.0,6.1,0.273,103.3,-27.4,-0.4,-3.1,1375,-1.3,-4.8
CCN(CC)C(=O)CSc1nc2cc3c(cc2c(=O)n1CCCCCC(=O)NCc1ccc(OC)cc1)OCO3,2.7,9.9,1.3,-0.599,105.1,2.2,2.0,0.7,1598,14.2*,-2.7
COc1ccccc1NC(=O)c1cc(C)oc1C,-2.3,2.5,1.1,-0.0193,82.5,-9.1,-6.2,27.4,1411,0.5,11.0
C/C(=N\NS(=O)(=O)c1ccc(Br)cc1)c1cccs1,6.8,10.1,-3.7,-0.938,104.0,.,5.0,-8.0,1274,2.3,0.8
O=C(Nc1cc(C(F)(F)F)ccc1Cl)C(Sc1cccc[n+]1[O-])c1ccccc1 (stereo unspecified),1.9,-10.2,2.1,-0.582,109.2,-15.8,4.0,-13.1,1570,-1.4,4.6
CCOC(=O)C1=C(C)Nc2[nH]c(=O)[nH]c(=O)c2C1c1cccs1 (stereo unspecified),-0.4,-0.2,-2.0,-0.308,93.2,-7.0,5.3,7.8,1517,3.4,0.6
S=C(NCc1ccco1)N1CCOCC1,3.7,2.0,1.6,.,99.3,-4.8,-3.6,7.9,1621,2.1,4.9
Cc1ccc(NC(=O)COC(=O)Cn2c(C)csc2=O)cc1C,2.7,6.7,5.8,.,101.1,34.5,2.1,6.0,1742,0.9,3.9
O=C(NCCC1=CCCCC1)C1CCN(S(=O)(=O)c2cccc3cccnc23)CC1,9.7,-9.5,6.5,.,107.7,-0.7,-8.3,-4.0,1599,0.0,4.7
COc1ccccc1N1C(=O)C(Cl)=C(Nc2ccccc2O)C1=O,4.1,-1.9,3.1,.,118.2,1.2,-9.7,-20.2,1600,0.6,2.7
COc1cc(S(=O)(=O)N2CCN(C)CC2)ccc1Cl,-4.0,-12.3,-8.4,0.987,98.1,4.5,1.3,5.7,1386,-0.9,-5.1
O=C(NCc1ccccc1)c1cccc(S(=O)(=O)NCc2ccccc2)c1,-14.0,2.9,-3.2,-0.95,101.0,1.1,-3.9,-3.9,1493,1.1,-11.4
Cc1cccc(-c2ncc(CN3CCN(CC(C)C)C(CCO)C3)cn2)c1 (stereo unspecified),-0.5,-12.5,1.6,0.204,106.6,-5.7,-2.8,4.6,1696,2.2,3.0
CC(Oc1ccccc1)C(=O)Nc1ccc(S(=O)(=O)NCC2CCCO2)cc1 (stereo unspecified),1.7,-1.6,-3.8,-0.364,93.7,11.8,1.8,11.7,1479,-0.2,0.4
CC(=O)N[C@@H](Cc1c[nH]c2ccccc12)C(=O)OCC(=O)NCc1ccc2c(c1)OCO2,0.7,-1.7,1.4,-0.774,103.8,-6.3,4.6,0.4,1452,0.0,-8.5
COc1ccc(/C=C/C(=O)N2CCN(C)CC2)cc1S(=O)(=O)N1CCCCC1,4.8,8.8,2.9,-0.334,107.1,-9.9,-8.8,-9.2,1395,0.2,-9.5
O=C(CCN1C(=O)/C(=C/c2ccccc2)SC1=S)NNC(=O)c1cccnc1,-1.1,-8.1,4.1,.,100.6,-13.7,-5.6,-5.2,1577,9.6*,-4.9
CCCOc1ccc(Oc2cc(C)nc(SC)n2)nn1,-5.8,7.0,-8.5,.,95.3,.,-0.8,9.6,1381,1.8,-12.3
CCSc1nnc(NC(=O)c2ccc3c(c2)OCO3)s1,0.2,1.9,11.3,-0.0695,86.6,15.6,-20.0,18.8,1441,2.8,5.2
Cc1ccccc1OCCNc1ccc(C(F)(F)F)cc1[N+](=O)[O-],-2.5,-2.1,2.0,.,89.9,.,-11.5,21.7,1618,7.4,3.5
COc1cc2c(cc1NC(=O)c1cc(-c3ccccn3)nc3ccccc13)oc1ccccc12,8.8,4.3,2.2,.,97.2,6.2,-0.5,4.2,1535,2.4,-0.6
OCc1cc(-c2ccc(Cl)c(Cl)c2)on1,-11.6,-2.7,-0.1,-1.05,91.0,-4.1,-0.7,18.7,1410,0.0,-5.8

# Some of the entries so far, with two lines to a compound.
# Below each compound: PPARg SRC2 recr, TLR4-MyD88 BLA, PPARg SRC-3 ag, ROMK primary, STAT3 activator, S1P3 antagonist, STAT1 blocker, STAT3 inh, SRC2 TRFRET art, RAM inhibit, PPARg SRC-1 ag
- CC(C)(C)NC(=O)C(c1ccc(O)cc1)N(C(=O)CCC(=O)Nc1nccs1)c1cccc(F)c1 (stereo unspecified)
 : -3.9, -1.4, -0.6, -0.303, 105.5, -0.5, -2.9, -4.8, 1604, 2.1, -2.1
- Cc1ccc(NC(=O)NCc2ccc3c(c2)OCO3)cc1
 : -5.6, -1.5, -8.4, ., 109.0, ., -14.1, -9.5, 1580, 0.1, -3.5
- C=CCn1c(O)c(N=NC(=S)Nc2ccccc2F)c2ccccc21
 : -0.3, -4.4, 2.9, 0.548, 95.3, -6.6, 2.4, 7.8, 1542, 3.7, 11.1
- O=C(O)c1csc(Br)c1Br
 : -4.6, 1.0, 6.1, 0.273, 103.3, -27.4, -0.4, -3.1, 1375, -1.3, -4.8
- CCN(CC)C(=O)CSc1nc2cc3c(cc2c(=O)n1CCCCCC(=O)NCc1ccc(OC)cc1)OCO3
 : 2.7, 9.9, 1.3, -0.599, 105.1, 2.2, 2.0, 0.7, 1598, 14.2*, -2.7
- COc1ccccc1NC(=O)c1cc(C)oc1C
 : -2.3, 2.5, 1.1, -0.0193, 82.5, -9.1, -6.2, 27.4, 1411, 0.5, 11.0
- C/C(=N\NS(=O)(=O)c1ccc(Br)cc1)c1cccs1
 : 6.8, 10.1, -3.7, -0.938, 104.0, ., 5.0, -8.0, 1274, 2.3, 0.8
- O=C(Nc1cc(C(F)(F)F)ccc1Cl)C(Sc1cccc[n+]1[O-])c1ccccc1 (stereo unspecified)
 : 1.9, -10.2, 2.1, -0.582, 109.2, -15.8, 4.0, -13.1, 1570, -1.4, 4.6
- CCOC(=O)C1=C(C)Nc2[nH]c(=O)[nH]c(=O)c2C1c1cccs1 (stereo unspecified)
 : -0.4, -0.2, -2.0, -0.308, 93.2, -7.0, 5.3, 7.8, 1517, 3.4, 0.6

# The list continues.
SMILES,PPARg SRC2 recr,TLR4-MyD88 BLA,PPARg SRC-3 ag,ROMK primary,STAT3 activator,S1P3 antagonist,STAT1 blocker,STAT3 inh,SRC2 TRFRET art,RAM inhibit,PPARg SRC-1 ag
CCOC(=O)c1c(NC(=O)OC)sc(C(=O)N(CC)CC)c1C,7.1,-3.8,15.7,0.141,99.9,.,6.0,3.3,1526,2.1,0.1
CC(C)=CCN1CCN(Cc2nc(-c3ccccc3)cs2)CC1CCO (stereo unspecified),0.8,-1.9,0.6,-0.57,104.0,-30.8,-4.3,-0.2,1572,-0.5,3.0
Cn1c2ccccc2c2c(C(=O)N3CCN(c4ccccn4)CC3)cn(C3CCCC3)c(=O)c21,-0.7,2.8,4.4,0.214,102.7,.,0.5,-3.3,1568,-0.8,-0.1
Cc1cc([N+](=O)[O-])ccc1NC(=S)NC(=O)C(c1ccccc1)c1ccccc1,12.9,-11.4,4.2,0.0203,98.0,.,0.7,3.6,1555,4.7,6.2
S=C1NNC2(NN1)C1CC3CC(C1)CC2C3,8.3,6.1,-8.4,-0.0182,94.5,.,3.8,10.2,1452,0.5,-2.9
CCOC(=O)c1ccc(NC(=O)C(C)NS(=O)(=O)c2ccc(OC)cc2)cc1 (stereo unspecified),3.3,7.8,-3.9,.,100.0,2.0,12.2,4.2,1640,-0.6,-2.3
CC(=O)NCCOc1cccc2cccnc12,11.3,-10.6,2.1,-0.0254,105.0,.,4.9,1.3,1607,1.1,1.0
Clc1ccc(-c2cc(COc3ccccc3)no2)cc1Cl,-2.0,12.3,2.7,0.411,86.6,.,-3.4,23.1,1518,2.7,-1.4
COc1cccc(-c2nc(CS(=O)(=O)CC(=O)NCc3ccc(Cl)cc3)c(C)o2)c1,8.3,-7.0,-2.4,.,94.4,-8.6,4.0,11.9,1565,2.5,-3.1
Cc1ccc(C2=NNC(=Nc3ccc(F)cc3)SC2)cc1,-5.6,-6.7,-0.2,-0.2,105.5,-19.8,-7.3,-2.8,1349,1.5,-3.8
Cc1cc(=O)c2ccccc2n1CC(=O)NCc1ccccc1,0.1,-3.8,2.4,0.636,98.8,3.2,8.4,3.7,1619,0.3,5.0
COc1ccc(-c2cc3ccccc3n2CC(O)CN2CCN(CCO)CC2)cc1 (stereo unspecified),-3.9,-6.9,-4.9,.,106.9,-28.7,-1.8,0.6,1327,0.3,3.6
O=C(CN1C(=O)CCC1=O)Nc1cccc(NC(=O)CN2C(=O)CCC2=O)c1,8.2,8.0,2.0,1.26,96.7,15.2,-0.1,8.6,1600,1.4,-2.5
COc1ccc(OCC(=O)Sc2ccc(C)cc2)cc1,3.6,1.9,-3.4,-0.519,92.8,.,-5.8,13.8,1475,-1.0,-5.4
S=C(NC1CCCCC1)N(CCc1ccccc1)CCc1ccccc1,7.0,4.7,3.0,.,102.6,5.3,-6.1,2.5,1513,6.7,2.8
N#CCCn1ccc(NC(=O)c2ccc(Cl)cc2)n1,7.2,2.2,0.7,.,88.0,.,-5.4,17.9,1723,-0.1,11.9
Cc1cc(C)n(CC(O)CN(c2ccccc2)S(=O)(=O)c2ccccc2)n1 (stereo unspecified),-1.1,3.9,1.4,.,96.1,.,7.3,15.7,1723,2.8,9.9
Cc1sc2nc(SCC(=O)N3CCCC3)[nH]c(=O)c2c1C,2.0,-1.3,-2.1,.,96.6,3.2,-2.3,4.3,1567,-0.2,0.7
CCc1nn2cc(C(=O)c3ccccc3O)cnc2c1-c1ccc(F)cc1,-0.1,-13.6,2.1,.,111.2,9.3,-0.4,-10.5,1610,6.0,0.0
CCC(OC(=O)C1=Cc2ccccc2OC1)C(=O)NCc1ccco1 (stereo unspecified),-2.5,-0.2,0.7,-0.308,103.2,-8.4,2.4,0.9,1506,1.9,-1.0
CCCn1c(SCC(=O)NC(C)(C)C)nnc1C(C)C,-7.6,-0.6,-4.9,-0.644,102.0,4.5,-3.8,1.2,1501,1.4,14.1
CCc1ccc(NC(=O)CCn2cccc2)cc1,-2.0,-8.8,-3.0,0.0615,101.1,.,-9.8,-4.4,1444,1.7,1.3
CC(=O)Nc1ccc(NC(=O)COc2cccc3c2OC(C)(C)C3)cc1,-3.9,6.2,0.2,1.2,103.7,-2.1,5.2,4.3,1713,-0.7,1.8
CCN(CC)C(=O)CSc1nnc(-c2ccc(O)cc2)n1CC1CCCO1 (stereo unspecified),0.1,5.5,-6.8,-0.00418,103.7,.,1.4,-4.3,1384,-0.2,-9.6
